# High-throughput results from PubChem BioAssay.
# Pf apPOL block: Pf-apPOL inhibitors, biochemical, fluorescence; actives 0.25% (n = 210,000); inhibition, % at 10 µM; Recombinant Pf-apPOL, molecular beacon fluorescence, 1.5 h; Plasmodium falciparum apicoplast DNA polymerase (apPOL); AID 1794808, 2022
# mHTT CaM bind: mutant huntingtin-calmodulin interaction inhibitors – biochemical, AlphaScreen, primary screen; P42858; AlphaScreen His-mHTT/GST-CaM binding, luminescence; inhibition, % at 15 µM; actives 3.6% (n = 190,000); AID 1671202, 2021;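 further: 0% = both proteins with DMSO and 100% = one protein alone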
# Target sequence (P42858 whole entry, looked up, stated change not applied): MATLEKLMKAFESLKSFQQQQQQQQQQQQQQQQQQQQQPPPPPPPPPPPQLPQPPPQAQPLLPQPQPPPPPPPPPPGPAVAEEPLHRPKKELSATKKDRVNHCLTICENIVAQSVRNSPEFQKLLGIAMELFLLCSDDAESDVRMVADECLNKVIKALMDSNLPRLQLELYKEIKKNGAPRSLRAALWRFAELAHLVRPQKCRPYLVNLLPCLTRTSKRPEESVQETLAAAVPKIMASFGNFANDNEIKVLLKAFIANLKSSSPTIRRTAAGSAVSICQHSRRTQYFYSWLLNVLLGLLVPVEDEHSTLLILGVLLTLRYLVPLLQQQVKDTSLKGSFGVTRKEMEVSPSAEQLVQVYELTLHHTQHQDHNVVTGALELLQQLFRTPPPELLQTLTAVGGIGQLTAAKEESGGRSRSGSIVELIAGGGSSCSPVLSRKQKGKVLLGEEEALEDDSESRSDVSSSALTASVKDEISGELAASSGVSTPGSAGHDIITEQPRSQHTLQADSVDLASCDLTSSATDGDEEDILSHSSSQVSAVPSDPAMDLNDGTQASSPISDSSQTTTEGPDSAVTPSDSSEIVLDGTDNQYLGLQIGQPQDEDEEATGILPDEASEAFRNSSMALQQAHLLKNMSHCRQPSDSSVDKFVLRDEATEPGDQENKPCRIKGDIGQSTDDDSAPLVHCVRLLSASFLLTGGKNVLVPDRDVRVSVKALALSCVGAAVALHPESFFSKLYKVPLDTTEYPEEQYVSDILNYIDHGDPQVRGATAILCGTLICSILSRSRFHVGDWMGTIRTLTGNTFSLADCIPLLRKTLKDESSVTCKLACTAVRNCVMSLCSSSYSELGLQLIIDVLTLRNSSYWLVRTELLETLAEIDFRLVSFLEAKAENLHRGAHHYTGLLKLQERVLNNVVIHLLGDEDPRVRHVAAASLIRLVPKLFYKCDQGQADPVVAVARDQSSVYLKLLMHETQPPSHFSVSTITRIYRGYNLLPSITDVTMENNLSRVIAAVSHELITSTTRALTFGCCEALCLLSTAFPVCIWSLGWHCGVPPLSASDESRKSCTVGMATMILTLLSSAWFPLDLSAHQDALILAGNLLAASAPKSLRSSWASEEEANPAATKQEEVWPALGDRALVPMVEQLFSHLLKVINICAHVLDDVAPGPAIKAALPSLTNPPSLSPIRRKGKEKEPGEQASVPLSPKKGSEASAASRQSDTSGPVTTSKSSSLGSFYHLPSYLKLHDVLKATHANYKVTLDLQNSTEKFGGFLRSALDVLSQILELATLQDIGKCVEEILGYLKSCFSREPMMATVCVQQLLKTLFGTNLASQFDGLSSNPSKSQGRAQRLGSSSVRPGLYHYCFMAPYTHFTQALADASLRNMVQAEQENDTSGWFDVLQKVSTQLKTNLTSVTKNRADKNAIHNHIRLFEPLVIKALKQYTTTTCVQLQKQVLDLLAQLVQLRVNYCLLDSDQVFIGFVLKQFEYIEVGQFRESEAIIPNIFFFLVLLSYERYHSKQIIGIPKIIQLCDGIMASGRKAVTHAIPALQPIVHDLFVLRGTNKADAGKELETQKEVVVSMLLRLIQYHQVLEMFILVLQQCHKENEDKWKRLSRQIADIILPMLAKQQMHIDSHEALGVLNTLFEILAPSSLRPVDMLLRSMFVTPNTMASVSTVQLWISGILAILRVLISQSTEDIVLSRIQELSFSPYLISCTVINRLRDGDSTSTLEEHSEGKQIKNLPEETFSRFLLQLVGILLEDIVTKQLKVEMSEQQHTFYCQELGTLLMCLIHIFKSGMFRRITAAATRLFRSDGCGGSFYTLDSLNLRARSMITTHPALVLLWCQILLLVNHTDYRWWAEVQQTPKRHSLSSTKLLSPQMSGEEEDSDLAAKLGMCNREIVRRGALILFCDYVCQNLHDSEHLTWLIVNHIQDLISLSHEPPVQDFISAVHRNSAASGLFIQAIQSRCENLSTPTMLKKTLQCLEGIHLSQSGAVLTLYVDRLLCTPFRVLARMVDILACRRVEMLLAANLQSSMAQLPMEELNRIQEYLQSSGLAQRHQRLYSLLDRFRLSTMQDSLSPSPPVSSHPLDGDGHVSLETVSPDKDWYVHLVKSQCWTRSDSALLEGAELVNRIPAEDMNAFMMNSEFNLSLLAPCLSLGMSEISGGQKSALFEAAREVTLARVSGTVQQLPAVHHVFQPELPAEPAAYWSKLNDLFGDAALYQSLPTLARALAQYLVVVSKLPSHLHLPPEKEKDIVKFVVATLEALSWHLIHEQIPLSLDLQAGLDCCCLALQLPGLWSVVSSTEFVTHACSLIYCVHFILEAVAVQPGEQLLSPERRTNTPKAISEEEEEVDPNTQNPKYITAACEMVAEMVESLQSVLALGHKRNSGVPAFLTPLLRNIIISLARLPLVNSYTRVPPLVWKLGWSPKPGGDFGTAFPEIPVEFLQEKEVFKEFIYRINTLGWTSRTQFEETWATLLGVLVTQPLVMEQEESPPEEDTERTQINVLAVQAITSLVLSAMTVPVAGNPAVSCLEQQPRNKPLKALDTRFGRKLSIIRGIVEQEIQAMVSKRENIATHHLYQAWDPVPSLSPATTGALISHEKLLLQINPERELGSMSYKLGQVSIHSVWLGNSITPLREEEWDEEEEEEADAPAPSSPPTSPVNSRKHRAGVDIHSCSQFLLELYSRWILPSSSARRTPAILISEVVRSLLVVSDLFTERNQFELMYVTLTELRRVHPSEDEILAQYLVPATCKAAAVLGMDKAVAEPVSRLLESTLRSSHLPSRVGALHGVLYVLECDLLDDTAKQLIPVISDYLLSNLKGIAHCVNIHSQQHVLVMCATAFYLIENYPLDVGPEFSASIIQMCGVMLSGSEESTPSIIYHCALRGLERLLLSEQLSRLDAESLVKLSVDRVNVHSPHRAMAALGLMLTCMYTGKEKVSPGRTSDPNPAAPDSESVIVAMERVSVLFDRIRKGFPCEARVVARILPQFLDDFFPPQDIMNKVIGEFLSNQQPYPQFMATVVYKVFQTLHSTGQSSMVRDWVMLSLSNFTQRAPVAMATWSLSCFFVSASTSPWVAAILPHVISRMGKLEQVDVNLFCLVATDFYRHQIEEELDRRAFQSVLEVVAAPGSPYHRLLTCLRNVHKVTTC
# Active calls of the source: *; / = not tested or not shown; & = joins results of further samples. No stated cut-off is given here; in the data, active means inhibition above about 50%; inactive means the rest.
SMILES,Pf apPOL block,mHTT CaM bind
COc1ccccc1NC(=O)C12CCC(C)(C(=O)C1)C2(C)C (stereo unspecified),-2&-3,-1&-6
O=C(NC1CC1)C1c2ccccc2CC(=O)N1Cc1ccccc1 (stereo unspecified),-1,-6
Cc1nn(CCCC(=O)Nc2ccc(Cl)cc2Cl)c(C)c1[N+](=O)[O-],-6,-1
CCOc1ccccc1CNC(=O)C1CCN(c2nccnc2Oc2cccc(C)c2)CC1,-4,-4
CCOC(=O)CN1CC23C=CC(O2)C(C(=O)Nc2ccc(F)c(C)c2)C3C1=O (stereo unspecified),22,-3
O=C(NCc1ccccc1C(F)(F)F)C1CCN(c2cncnc2N2CCOCC2)CC1,2,20
CCn1ncc(Cn2cc(NS(=O)(=O)c3c(C)nn(C(F)F)c3C)cn2)c1C,/,2
CCCCOc1ccc(N2C(=O)C3C4c5ccccc5C(CO)(c5ccccc54)C3C2=O)cc1 (stereo unspecified),-5,16
CC/C(=C/c1sc2ccc(C)cc2[n+]1CCO)SC,/,-1
CC(C)(C)C(=O)Nc1cccc(C(=O)NN)c1,-6,-6
COC(=O)c1ccc(C#CC(C)(C)O)cc1,0,/
O=C(CSc1nnc(-c2ccco2)c(-c2ccco2)n1)Nc1ccc(Cl)cc1Cl,-4,85*
CC1(C)CC(NC(=O)c2ccco2)CC(C)(CNC(=O)c2ccco2)C1 (stereo unspecified),-4,1
CCCS(=O)(=O)N1CCCC(C(=O)NC2CCCC(C)C2C)C1 (stereo unspecified),-10,-4
FC(F)(F)c1cc(-c2cccs2)nc(-n2cnc3ccccc32)n1,4,4
COc1ccc(NC(=O)N2CCN(C3=CC4=NC(C)CN4C=N3)CC2)cc1 (stereo unspecified),0,6
COc1ccc(CON2C(=O)c3ccccc3C2=O)cc1,8,-2
CCOc1ccc(C(=O)NCCc2ccc(S(N)(=O)=O)cc2)cc1,-8,-5
O=C(c1ccc(-c2ccsc2)nc1)N1CCN(C2CCCCC2)CC1,-1,-3
COc1cccc(-c2nc3cc(N=Cc4ccccc4[N+](=O)[O-])ccc3o2)c1,9,3
COc1cccc(CN2CCc3nc(Nc4cc(OC)ccc4OC)ncc3C2)c1,-5,15
Cc1csc(C(=O)NCCC(O)C(C)(C)C)c1 (stereo unspecified),-11,-12
O=C(c1ccsc1)N1CCC(c2nncn2Cc2ccccc2)CC1,-4,1
COc1ccc([N+](=O)[O-])cc1C1Nc2ccccc2-c2nnc(SC)nc2O1 (stereo unspecified),-7,-8
N#CC1=C(N)N(c2ncn[nH]2)C2=C(C(=O)CCC2)C1c1cccc(Cl)c1 (stereo unspecified),-4,-2

# Three records drawn at random from those above:
SMILES,Pf apPOL block,mHTT CaM bind
CCCS(=O)(=O)N1CCCC(C(=O)NC2CCCC(C)C2C)C1 (stereo unspecified),-10,-4
COc1ccc(CON2C(=O)c3ccccc3C2=O)cc1,8,-2
O=C(NCc1ccccc1C(F)(F)F)C1CCN(c2cncnc2N2CCOCC2)CC1,2,20

# (listing goes on)
SMILES,Pf apPOL block,mHTT CaM bind
COc1c(Cl)ccc(Cl)c1C(=O)NCCc1ccccc1,-9,-14
CCCC12CN3CC(C)(CN(C1)C3c1ccc(O)c(OC)c1)C2=O (stereo unspecified),-5,-5
CCSc1nnc(-c2nn(C)c3c2CN(C(=O)c2ccc(F)c(F)c2)CC3)n1C,-7,7
O=C(NCC1CCCO1)N1CCCn2nc(-c3cccs3)cc2C1 (stereo unspecified),2,8
Cc1ccc(CC(=O)Nc2cnc(N3CCOCC3)nc2)cc1,1,2
Cc1cc(C(=O)N2CCCC2c2ccccc2C)on1 (stereo unspecified),3,5
COc1ccc(NC(=O)COc2cccc(Cl)c2)c([N+](=O)[O-])c1,-4,4
Cc1nc(C)c(S(=O)(=O)NCc2ccc(-c3cccs3)cc2)s1,-22,/
O=C(O)c1cc(Br)ccc1N=Cc1ccc2c(c1)OCO2,0,-1
COc1ccc(-c2cccc([C@H]3[C@@H]4C=CCC[C@@]4(C)C(=O)N3Cc3ccccc3)c2)cc1,-8,70*
O=C1CSC(=S)N1Cc1ccco1,5,/
O=C(Nc1cccc2nsnc12)c1ncn[nH]1,6,27
CC1Oc2ccccc2C=C1C=CC(=O)c1ccc(O)cc1 (stereo unspecified),-5,9
Cc1cc(C(=O)Nc2nnc(C(C)(C)C)s2)ccc1[N+](=O)[O-],-11,1
CCCCOc1ccc(-c2nc(C=NCc3ccccc3)c(O)o2)cc1,2,14
Cc1cccc(OCCNC(=O)c2cncc(Br)c2)c1,-1,-4
CCc1ccccc1NC(=O)C(=O)NCc1ccc(OC)cc1,-3,-14
COCCNC(=O)C1COC2(CCCC(C)C2)N1C(=O)c1ccccc1C (stereo unspecified),-3,-6
O=C(O)CCCC(=O)N1CCN(c2ccccc2)CC1,1,-5
CCN(CC)CCCC(C)Nc1ccnc2cc(Cl)ccc12 (stereo unspecified),4,/
CC1C(=O)NCCN1C(=O)C1CCCN(S(=O)(=O)c2ccc(Cl)cc2)C1 (stereo unspecified),-3,2
O=C(NCc1ccccc1C(F)(F)F)C1CCN(c2cnc3nccnc3c2)CC1,-4,0
O=C(Nc1ccc(-c2nc3ncccc3o2)cc1)c1ccccc1Cl,0,31
COc1ccc(C=C2Oc3c(ccc(O)c3CN3CC(C)CC(C)C3)C2=O)cc1OC (stereo unspecified),-20,14
COC(=O)c1ccc(Cl)cc1NC(=O)N1CC(C)Oc2ccccc21 (stereo unspecified),-6,-51
# (further entries)
SMILES,Pf apPOL block,mHTT CaM bind
Cc1ccc(C)c(NC(=O)c2cc(I)ccc2Cl)c1,-4,-10
O=C(Nc1cccc2c1C(=O)c1ccccc1C2=O)c1ccc(Cl)s1,1,0
CSc1nc(COc2ccc(C(C)(C)C)cc2)nc(-c2ccc(Cl)cc2)c1C#N,-3,/
Cc1cc(C)c2c(N3CCCC3)nc(C(=O)N3CCCC3)nc2n1,-6,-7
CCN(CC)S(=O)(=O)c1ccc2oc(C(=O)Nc3cccc(Cl)c3C)c(C)c2c1,-12,-1
Cc1ccsc1/C=C1\N=C(c2ccccc2)OC1=O,-5,20
CC(O)(CNC(=O)COc1ccc(Cl)cc1Cl)c1ccc2c(c1)OCO2 (stereo unspecified),-9,-10
CCc1ccc(CNC(=O)C(=O)NCc2ccccc2)cc1,-2,-2
O=C(O)C1CC=CCC1C(=O)Nc1cccc(F)c1 (stereo unspecified),-2,-9
COc1ccc(/C=c2\sc3nc(-c4ccc(Br)cc4)nn3c2=O)cc1OC,1,-4
CCc1cc(=O)n(CC(=O)Nc2ccc(Cl)c(Cl)c2)c(-n2nc(C)cc2C)n1,3,1
O=C(C1=C(O)/C(=C/c2ccccc2)CCC1)C(F)(F)F,3,39
Cc1ccc(OCCCN2CCCC2)c([N+](=O)[O-])c1,4,-2
CCc1nc2c(NC(=O)c3ccc(OC)cc3C)cccn2n1,2,-7
COc1ccc(N2C(=O)CC(Sc3nccc(C)n3)C2=O)cc1 (stereo unspecified),-6,-2
CCS(=O)(=O)CCSc1nsc(SCCS(=O)(=O)CC)c1C#N,4,1
O=C(NC1CCCCC1)c1cc2cn(C3CC3)cc2s1,2,13
Cc1c2n(c3ccccc13)CCC2=NO,-1&-2,/
O=C(NCCN1CCCCC1)C1COC2(CCCCC2)N1C(=O)c1cccc(F)c1 (stereo unspecified),-3,3
O=C(Nc1ccccc1C(F)(F)F)c1n[nH]c(=O)c2ccccc12,3,4
Oc1ccc(-c2[nH]ncc2Oc2ccccc2)c(O)c1,2,44
Cc1ccc(NS(=O)(=O)c2ccccc2)c([N+](=O)[O-])c1,-1,-2
Cc1ccc(Cn2cc(CN3[C@@H](C)COc4cc(Br)ccc4S3(=O)=O)nn2)cc1,-2,-13
Cc1cc(C(=O)NNC(=O)Nc2ccc(C(F)(F)F)cc2)nn1C(C)(C)C,2&-3,/
CN(Cc1ccccc1)C(=O)c1ccnc(N2CCCCC2)n1,-8,17

# Copied from the results shown (3 entries):
SMILES,Pf apPOL block,mHTT CaM bind
Cc1ccc(Cn2cc(CN3[C@@H](C)COc4cc(Br)ccc4S3(=O)=O)nn2)cc1,-2,-13
Cc1cc(C(=O)NNC(=O)Nc2ccc(C(F)(F)F)cc2)nn1C(C)(C)C,2&-3,/
CN(Cc1ccccc1)C(=O)c1ccnc(N2CCCCC2)n1,-8,17

# (continued)
SMILES,Pf apPOL block,mHTT CaM bind
O=C(O)COc1ccc(C(=O)c2cccs2)c(Cl)c1Cl,-3,/
O=C(Nc1cccn2ncnc12)c1ccccc1C(F)(F)F,0,-1
COc1ccc(C2SCCN2C(=O)c2ccc([N+](=O)[O-])cc2)cc1[N+](=O)[O-] (stereo unspecified),2,10
CCN(CC)CCN1C(=O)C2C3CCC(O3)C2C1=O (stereo unspecified),-10,-5
COc1ccc(NC(=O)C2=C(C)NC(=O)NC2c2cccs2)cc1 (stereo unspecified),4,-3
Cc1cccc(N2C(=O)CCC2(C)C(=O)NC2CCCC2)c1C (stereo unspecified),0,2
O=C(NCc1cccc(Cl)c1)c1cc2n(n1)CCCN(Cc1ccc(F)cc1)C2=O,17,-4
O=C(NCCCn1ncccc1=O)c1ccccc1C(F)(F)F,-7,-17
COc1ccc(-c2c(C)c3ccc(OC(=O)C(C)C)cc3oc2=O)cc1OC,-6,1
Cc1ccc(S(=O)(=O)N(CC(=O)O)C2CCCCC2)cc1,1,4
COc1ccc(C2=N/C(=C/c3ccc(OC)c(OC)c3OC)C(=O)O2)cc1,-1,-3
COc1ccc(/C=C2/N=C(c3ccccc3C)OC2=O)cc1OC,1,8
CC(C)(C)C(=O)N1CCN(c2ccc(C(F)(F)F)cn2)CC1,-42&-69,/
O=S1(=O)CC(Br)C(Br)C1 (stereo unspecified),/,-6
Cn1cc(CN2CCN(C(=O)c3ccc(F)c(F)c3)CC2)ccc1=O,-7,-6
O=C1OC2CC1N(C(=O)c1nc3ccccc3s1)C2 (stereo unspecified),-5,-5
O=C(Nc1ccc2ncnc(N3CCCCC3)c2c1)c1cccc(F)c1,-1,1
O=C(NCc1cccnc1)c1cnc2n(c1=O)CCS2,-2,3
CC(=O)C1=C(C)NC(SCC(=O)Nc2ccccc2)=C(C#N)C1c1ccccc1Cl (stereo unspecified),-2,0
O=C(NCc1cccs1)NCC1(c2ccccc2)CCOCC1,-5,-9
CC(CNC(=O)c1cc2c(s1)CN(C1CC1)C2)c1ccccc1 (stereo unspecified),22,40
CCN1CCN(C(=O)c2c(C)nn(-c3ccccc3)c2C)CC1,-1,4
COc1ccc(OCCCN2CCCCC2)cc1,-2,-9
CC(C)c1ccccc1NC(=O)c1ccncc1,-13,-1
O=C(CCc1ccccc1)N1CCN(c2nc(CN3CCOCC3)cs2)CC1,2,8

# One compound at a time, as listed above. Values in the order: Pf apPOL block | mHTT CaM bind
# Shown for Cc1cccc(N2C(=O)CCC2(C)C(=O)NC2CCCC2)c1C (stereo unspecified) = 0 | 2
# Shown for O=C(O)COc1ccc(C(=O)c2cccs2)c(Cl)c1Cl = -3 | /
# Shown for COc1ccc(C2=N/C(=C/c3ccc(OC)c(OC)c3OC)C(=O)O2)cc1 = -1 | -3
# Shown for CC(CNC(=O)c1cc2c(s1)CN(C1CC1)C2)c1ccccc1 (stereo unspecified) = 22 | 40
# Shown for O=S1(=O)CC(Br)C(Br)C1 (stereo unspecified) = / | -6

# Next records
SMILES,Pf apPOL block,mHTT CaM bind
Cc1ccc(-n2cc(C3CCN(C(=O)c4cccc(F)c4)CC3)cn2)cc1,-4,4
CCCCOc1ccc(N2C(=O)CC(N3CCN(c4ccccn4)CC3)C2=O)cc1 (stereo unspecified),-15,4
COc1ccc(CCNC(=O)c2cc(S(=O)(=O)N3CCCCC3)ccc2F)cc1OC,-5,7
NNC(=O)CSc1nc2ccccc2n1Cc1ccccc1,-4,16
O=C(COc1ccc([N+](=O)[O-])cc1)N(c1ccccc1)C1C=CS(=O)(=O)C1 (stereo unspecified),-9,7
COc1ccc(-c2c3c(=O)n(C)c(=O)n(C)c3cn2Cc2ccc(Cl)cc2)cc1,10,76*
O=C(c1ccc2c(c1)nc1n2CCN(C2CCCCC2)C1=O)N1CCCC1,-2,-4
COc1ccc(NC(=O)c2c(NC(=O)c3ccco3)sc3c2CCC3)cc1Cl,-9,0
O=C(Nc1ccccc1NC(=O)c1ccccc1)c1ccccc1,-19,-5
O=C(Nc1ccccc1)OCCOc1ccc(Cl)cc1Cl,-4,-29
CC1CCCN(c2nn(CC(=O)Nc3ccc(C(F)(F)F)cc3)c(=O)c3ccccc23)C1 (stereo unspecified),0,18
CCOc1ccc(NC(=O)N2CCCC(C)(C(=O)NCc3ccc(F)cc3)C2)cc1 (stereo unspecified),2,1
O=C(c1cnc2n(c1=O)CCS2)N1CCc2ccccc21,1,-3
CC1=NS(=O)(=O)N(C)C=C1C(=O)OCc1cc(C)ccc1C,-9,-19
CC(C)(C)N(Cc1cn(Cc2ccccc2)nn1)S(=O)(=O)c1ccccc1Br,-17,0
CC1=C(C(=O)Nc2cccc(C)n2)C(c2cccc(Cl)c2Cl)C2=C(CC(C)(C)CC2=O)N1 (stereo unspecified),4,7
Cc1c(C(=O)Nc2cc(Cl)c(Cl)cc2Cl)cccc1[N+](=O)[O-],-2,-5
COc1ccc(-c2coc3cc4oc(=O)c5cc(OC)ccc5c4cc23)cc1,7,-2
O=C(NCc1cc(-c2ccco2)on1)c1ccc(F)c(F)c1,1,-4
O=C(NCCCN1CCN(c2cccc(Cl)c2)CC1)c1noc2c1CCCCC2,-2,43
CCOC(=O)C1=C(Nc2ccc(OC(F)(F)F)cc2)OCC1=O,-31&-51,/
Oc1cc(Cc2ccccc2)cnc1CN1CCOCC1,-6,-5
C=CCNC(=O)c1ccc(-c2ccc(Cl)cc2Cl)o1,-5,0
CCN(CC)S(=O)(=O)c1ccc(F)c(C(=O)NCc2ccccn2)c1,-8,-2
Cn1c(=O)n(CC(=O)Nc2ccc(OC(F)(F)Cl)cc2)c2ccccc21,-2,9

# Not all compounds are listed, so the mix of outcomes need not match the whole.
